Source: PubChem (several laboratories)
Myeloid diff MLP: myeloid differentiation induction; ER-HoxA9 myeloid progenitors, lysozyme-GFP differentiation, flow cytometry; calls only at 10 µM; 360,000 compounds, 1% hits;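 active = normalized GFP-positive differentiation at or above the plate's own cutoff, the solvent-only control mean plus 3 SD; inconclusive = no clear call, values can overlap the other calls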;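 note: cells exposed to compound for four days before flow analysis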
LYP phosphatase: inhibitors of LYP phosphatase, biochemical, fluorescence intensity, uHTS (AID 1779) | recombinant LYP phosphatase, fluorescence intensity; higher % means a stronger effect | inhibition, % at 11.5 µM; hits with a dose series show IC50 in µM | 290,000 compounds, 0.054% hits; in the data active = inhibition above about 50%;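 note: plate controls were vehicle with enzyme for no effect and no enzyme for full effect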
Myeloid diff MLP GFP+ MAC1+ %: second read-out of Myeloid diff MLP, no call of its own (marks repeat the call); GFP+ MAC1+ double positive, %; measured here: differentiation confirmed by MAC1 staining
Active calls of the source: *; i = inactive; ? = inconclusive; / = not tested or not shown. Some of the compounds tested; rates above refer to the full screens.

SMILES	Myeloid diff MLP	Myeloid diff MLP GFP+ MAC1+ %	LYP phosphatase
C=CCN(C(=O)CCC(=O)Nc1cc(C)on1)C(C(=O)NC1CCCC1)c1ccc(CC)cc1 (configuration not stated)	i	0.0	-3.2%
CCCc1cc(=O)oc2cc(OCC(=O)Nc3ccc(CN4CCOCC4)cc3)c(Cl)cc12	i	0.5	-8.6%
O=C(NC1CCCC1)c1cc(=O)[nH]c2ccccc12	i	0.6	1.0%
CCc1nnc(NC(=O)c2ccc(S(=O)(=O)N(C)Cc3ccccc3)cc2)o1	?	/	-9.9%
Cc1[nH]c(C)c(S(=O)(=O)NCc2ccc(N(C)C)cc2)c1C(=O)N1CCCC1	i	7.1	-13.9%
CC(C)c1ccc(C(O)c2nc3ccccc3n2C)cc1 (configuration not stated)	i	1.2	-5.1%
NS(=O)(=O)c1ccc(CCNC(=O)c2coc3ccccc3c2=O)cc1	i	1.0	-5.3%
CCN(C(=O)COC(=O)C1CCN(S(=O)(=O)c2c(Cl)cccc2Cl)CC1)C1CCCCC1	i	0.9	-1.4%
Cc1ccc(NC(=O)c2cc(S(=O)(=O)N3CCOCC3)cs2)cc1	i	0.6	-6.5%
CCn1cc([N+](=O)[O-])c(C(=O)NCc2ccc3c(c2)OCO3)n1	i	3.0	-7.6%
O=C(Nc1ccc(-c2n[nH]c(=S)o2)cc1)c1ccccc1Cl	i	0.7	3.7%
N#Cc1ccc(N2CCN(C(=O)c3cccs3)CC2)c(F)c1	i	0.6	-11.7%
COc1cc(C(=S)N2CCOCC2)ccc1OC(=O)c1ccccc1C	i	0.7	-0.2%
Cc1cccc(CCNC(=O)CCS(=O)(=O)c2cc3c(cc2Cl)NC(=O)CO3)c1	i	9.9	-1.8%
CCOC(=O)c1c(C)[nH]c(C)c1S(=O)(=O)NCC(=O)Nc1ccccn1	i	2.3	-11.7%
Clc1ccccc1OCCCn1ccnc1	i	0.4	-10.3%
CN1CCC(OC(=O)c2cc3cc(Br)ccc3oc2=O)CC1	i	0.3	-6.5%
CCOC(=O)c1cc(NC(=O)CNCC(c2ccccc2)N(C)C)cc(C(=O)OCC)c1 (configuration not stated)	i	0.6	-13.2%
CCc1cc2c(-c3ccccc3)cc(=O)oc2cc1OC(C)C(=O)O (configuration not stated)	i	0.5	0.4%
CCn1c(CNC(=O)c2ccccc2F)cc2cc(C)ccc21	i	0.5	-3.5%
CCN(c1ccccc1)c1cc2ccccc2c(=O)[nH]1	i	3.3	-5.1%
CCCc1nnc(SCC(=O)Nc2ccc(C(=O)OCC)cc2)o1	i	0.3	-12.4%
COC(=O)CN1C(=O)[C@H]2[C@@H](c3ccc(C)o3)N3C(=O)CN(Cc4ccccc4)C(=O)[C@@]3(C)[C@H]2C1=O	i	1.2	-16.7%
O=C(CSc1nnc(-c2ccc(O)cc2)o1)Nc1cccc(O)c1	i	0.8	-1.5%
CCn1cc(CN2CCCC(CNS(=O)(=O)c3cccc4cccnc34)C2)cn1 (configuration not stated)	i	1.0	1.1%
COc1ccc(NC(=O)c2ccc(Cl)cc2)c[n+]1[O-]	i	1.0	-7.2%
COc1ccc(S(=O)(=O)N2CCOC2CNC(=O)C(=O)NCCN(C)C)cc1 (configuration not stated)	i	0.6	-7.9%
O=C1NN(c2cccc(Br)c2)C(=O)/C1=C\c1ccc(N2CCOCC2)cc1	i	0.8	-3.9%
CCCC(=O)NC(c1ccccc1)c1c(O)ccc2ccccc12 (configuration not stated)	i	0.5	-6.1%
COc1ccc(CNC(=O)CNS(=O)(=O)c2cccc(C#N)c2)cc1OC	i	1.3	-7.9%
CC(C)Cc1nnc(NC(=O)CC(C)c2ccccc2)s1 (configuration not stated)	i	0.3	-2.1%
O=C(NCc1ccon1)C1CCC(=O)N(CCc2ccc(Cl)cc2)C1 (configuration not stated)	i	1.3	-12.2%
COc1ccc(C2Nc3ccccc3NC3=C2C(=O)CC(C)(C)C3)cc1OC (configuration not stated)	i	0.5	-7.1%
CC1=C(C(=O)OCc2ccccc2)C(c2ccc([N+](=O)[O-])cc2)NC(=O)N1C (configuration not stated)	i	0.1	-7.6%
S=C(NCc1ccccc1)NCc1cccc(Cl)c1	i	1.9	-8.4%
COc1ccccc1N1CCN(C(=O)C2CCN(C(=O)c3ccc(C(C)(C)C)cc3)CC2)CC1	i	0.3	-6.1%
COc1ccccc1CNC(=O)C1CCN(S(=O)(=O)c2ccc3c(c2)OCCO3)CC1	i	0.4	-4.9%
O=C(c1ccc(F)cc1)C1CCN(C(=S)Nc2ccc(F)cc2)CC1	i	0.2	-7.1%
O=C(NCc1nnc(SCC(=O)N2CCN(c3ccccc3)CC2)o1)c1ccc(F)cc1	i	1.8	-5.3%
COc1ccc(-c2oc3ncnc(NCCCN(C)C)c3c2-c2ccc(OC)cc2)cc1	i	1.0	-10.6%

Quoted from the listing:
COc1ccc(CNC(=O)CNS(=O)(=O)c2cccc(C#N)c2)cc1OC in Myeloid diff MLP GFP+ MAC1+ % reads 1.3
COc1ccc(NC(=O)c2ccc(Cl)cc2)c[n+]1[O-] in Myeloid diff MLP GFP+ MAC1+ % reads 1.0

Later entries:
SMILES	Myeloid diff MLP	Myeloid diff MLP GFP+ MAC1+ %	LYP phosphatase
O=C(O)c1ccc(-n2nc(-c3ccccc3)c3ccccc3c2=O)cc1	i	0.8	1.7%
Cc1ccccc1N(CC(=O)N1CCc2ccccc2C1)S(C)(=O)=O	i	1.2	-6.2%
Cc1ccc(S(=O)(=O)NCC(c2cccnc2)N2CCN(Cc3ccccc3)CC2)cc1 (configuration not stated)	i	0.4	-6.6%
COc1ccccc1C(=O)Nc1cccc2c1CCCC2	i	0.4	-8.9%
O=C(O)c1ccc(NC(=O)C(c2ccccc2)c2ccccc2)cc1	i	0.7	-0.6%
CCC1CCCCN1CCCNC(=O)C1CCN(c2ncnc3c2nc2n3CCCCC2)CC1 (configuration not stated)	i	0.9	-10.4%
O=C(c1ccco1)N1CCN(C(=O)C23CC4CC(CC(C4)C2)C3)CC1	i	0.3	-7.3%
COC(=O)c1ccccc1NC(=O)CSc1nncn1-c1ccccn1	i	1.3	-4.3%
CCOC(=O)N1CCN(C(=O)CSc2ccc(C(=O)OC)cc2[N+](=O)[O-])CC1	i	0.4	-6.0%
CCOC(=O)c1ccc(NC(=S)NCc2ccc(S(N)(=O)=O)cc2)cc1	i	1.0	-8.7%
O=C(CSc1ncn[nH]1)NCCc1ccc(Cl)cc1Cl	i	0.5	-8.3%
COc1ccccc1CCC(=O)Nc1cccc(S(=O)(=O)N2CCCC2)c1	i	1.4	-6.3%
COc1ccc(NC(=O)C2CCN(S(=O)(=O)c3ccc4c(c3)NC(=O)C(C)S4)CC2)cc1 (configuration not stated)	i	2.8	-6.9%
COc1cc(NC(=O)c2cc3ccccc3cc2OC)ccc1NC(=O)c1cccs1	i	1.4	2.0%
COc1cc(C)c(CN2CCC(Cc3ccccc3)CC2)cc1C	i	0.3	-7.6%
COc1ccc(-c2cc(=O)oc3c(C)c(OCC(=O)N[C@@H](Cc4ccc(O)cc4)C(=O)O)ccc23)cc1	i	2.4	-3.3%
O=C(O)c1cnn(-c2nc(-c3ccc(Br)cc3)cs2)c1C(F)(F)F	i	0.4	-3.1%
O=C(Nc1ccc2ccccc2c1)c1ccccc1O	i	0.9	-2.7%
CCOc1ccc(OCC(=O)Nc2c3c(nn2C(C)(C)C)CS(=O)(=O)C3)cc1	i	2.5	-3.5%
CC(=O)c1ccc(OCc2cc(C(=O)N3CCN(C4CCCC4)C(=O)C3)no2)cc1	i	1.6	-7.7%

Sorted by value in LYP phosphatase (ascending): 4 from the list above
Molecule | LYP phosphatase
COc1ccc(NC(=O)C2CCN(S(=O)(=O)c3ccc4c(c3)NC(=O)C(C)S4)CC2)cc1 (configuration not stated) | -6.9%
COC(=O)c1ccccc1NC(=O)CSc1nncn1-c1ccccn1 | -4.3%
O=C(O)c1cnn(-c2nc(-c3ccc(Br)cc3)cs2)c1C(F)(F)F | -3.1%
O=C(O)c1ccc(NC(=O)C(c2ccccc2)c2ccccc2)cc1 | -0.6%

Next part.
SMILES	Myeloid diff MLP	Myeloid diff MLP GFP+ MAC1+ %	LYP phosphatase
O=c1oc2cc(Br)ccc2n1Cc1ccccc1	i	0.5	-9.2%
CC1CCCC(C)N1C(=O)COC(=O)c1ccc(F)c(S(=O)(=O)N2CCOCC2)c1 (configuration not stated)	i	8.6	-6.8%
CC(=O)c1cccc(NC(=O)CCNC(=O)c2cccc(C)c2)c1	i	2.5	-12.2%
CCc1cc(=O)oc2cc(OCC(=O)N3CCC[C@H]3C(=O)O)ccc12	i	1.4	-1.5%
COCCNC(=O)CSc1ccc(-c2nc3ccccc3[nH]2)cn1	i	0.3	-10.5%
CCOc1cccc2sc(N(CCCN(C)C)C(=O)c3ccc(S(=O)(=O)N4CCCCCC4)cc3)nc12	i	0.7	-4.9%
CCOc1ccc(/C=N/NC(=O)c2nnn(-c3nonc3N)c2CN(C)C2CCCCC2)cc1	i	2.6	-5.0%
Cn1c(=O)c2c(nc3n2CC(COc2ccccc2)O3)n(C)c1=O (configuration not stated)	i	0.4	-3.7%
COc1cc(OC)cc(C(=O)Nc2ccc3c(c2)OCCO3)c1	i	0.7	-11.2%
CN(C(=O)CCS(=O)(=O)c1cc2c(cc1Cl)NC(=O)CO2)C1CCCCC1	i	3.2	-7.9%
Cc1ccc(NC(=O)C2COc3ccccc3O2)cc1C (configuration not stated)	i	0.9	-3.5%
COc1ccc(C2=CSC3=NCCN23)cc1	i	0.7	-0.9%
O=C(Cc1cccs1)NCc1ccccc1Br	i	0.1	-3.0%
CCc1cc(=O)oc2c(C)c(OC(C)C(=O)N3CC[C@@]4(O)CCCC[C@H]4C3)ccc12 (some centres not stated)	i	2.2	-5.3%
CCOc1cc(C2NC(=O)c3ccccc3O2)ccc1OC (configuration not stated)	i	0.5	-7.7%
O=[N+]([O-])c1ccc(CN2CCN(c3ncccn3)CC2)cc1	i	0.4	-5.2%
COc1cc(/C=N/Nc2cc(C)nc(N)n2)ccc1O	i	0.6	0.6%
Cc1ccccc1N1CCN(C2CCCN(C(=O)c3ccsc3)C2)CC1 (configuration not stated)	i	2.2	-7.7%
Cc1ccccc1Cc1c(C)nc2nc(SCC(=O)NCCCN3CCCCC3)nn2c1C	i	2.3	-12.9%
Cc1cnc(NC(=O)CSc2nnc3ncccn23)s1	i	0.0	-6.9%

An excerpt taken from the entries so far:
SMILES	Myeloid diff MLP	Myeloid diff MLP GFP+ MAC1+ %	LYP phosphatase
CCc1cc(=O)oc2c(C)c(OC(C)C(=O)N3CC[C@@]4(O)CCCC[C@H]4C3)ccc12 (some centres not stated)	i	2.2	-5.3%
CCOc1cc(C2NC(=O)c3ccccc3O2)ccc1OC (configuration not stated)	i	0.5	-7.7%
O=[N+]([O-])c1ccc(CN2CCN(c3ncccn3)CC2)cc1	i	0.4	-5.2%
COc1cc(/C=N/Nc2cc(C)nc(N)n2)ccc1O	i	0.6	0.6%
Cc1ccccc1N1CCN(C2CCCN(C(=O)c3ccsc3)C2)CC1 (configuration not stated)	i	2.2	-7.7%
Cc1ccccc1Cc1c(C)nc2nc(SCC(=O)NCCCN3CCCCC3)nn2c1C	i	2.3	-12.9%
Cc1cnc(NC(=O)CSc2nnc3ncccn23)s1	i	0.0	-6.9%

Later entries.
SMILES	Myeloid diff MLP	Myeloid diff MLP GFP+ MAC1+ %	LYP phosphatase
COCCCNC(=O)C1CCN(S(=O)(=O)c2ccc3nc4c(c(C(=O)O)c3c2)CCCCC4)CC1	i	0.9	-14.3%
CC(=O)Nc1ccc(NC(=O)CC2SC(=O)N(CC(=O)c3ccccc3)C2=O)cc1 (configuration not stated)	i	4.0	-7.6%
Cc1ccc(C23CC4CC(CC(C(=O)N(C)C)(C4)C2)C3)cc1	i	0.4	0.4%
S=C(NCCCc1ccccc1)Nc1ccc(Br)cc1	i	3.2	-4.1%
Cc1ccc(Nc2nc(-c3ccc(F)cc3)cs2)nc1	i	0.1	-11.4%

4 entries from above, with two lines to a compound.
Every second line gives: Myeloid diff MLP | Myeloid diff MLP GFP+ MAC1+ % | LYP phosphatase
CCn1c(CNC(=O)c2ccccc2F)cc2cc(C)ccc21
 : i | 0.5 | -3.5%
CCN(c1ccccc1)c1cc2ccccc2c(=O)[nH]1
 : i | 3.3 | -5.1%
N#Cc1ccc(N2CCN(C(=O)c3cccs3)CC2)c(F)c1
 : i | 0.6 | -11.7%
O=C(O)c1ccc(NC(=O)C(c2ccccc2)c2ccccc2)cc1
 : i | 0.7 | -0.6%
